CRE-bla Fsk = alters forskolin-stimulated CRE reporter signaling in CHO cells | Potency, µM (top dose mostly 38.2 µM), without a hit: at the highest dose activity change, negative = inhibition, hits mostly activators | 71,000 compounds, 2.5% hits | CHO CRE-bla reporter (cAMP response element driving beta-lactamase), forskolin EC10, beta-lactamase ratio; active means well fitted activation curve with a large enough effect in the signal ratio, with a control signal flat, not every such curve was filed as active; inconclusive means small, poorly fitted or top-dose-only effect, or effect the other way, or a change in a side signal; the % refers to the signal ratio; further: potency means the concentration at half of the fitted maximal effect; % of control where 0% means no effect
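CHO CRE-bla cells, overnight plating in Opti-MEM with 0.5% dialyzed FBS; cpd titration + EC10 NKH 477, 3 h 37 °C; CCF4 2 h RT; ex 405/em 460 vs 530 ratio → %Activity, AC50.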
4-MU autofl = 4-MU region autofluorescence | compound autofluorescence, 340/450 nm, 4-MU equivalents; stronger effect = higher value | max dye-equivalent concentration, M | 59,000 compounds, 11% hits | AID 589; in the data active means max dye-equivalent concentration above about 10 nM; inconclusive means mostly about 1.1 nM to 9.6 nM
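Compounds in 100 mM Tris, pH 8.0, incubated 15 min at room temperature, then fluorescence read at 340 nm excitation/450 nm emission. Signal converted to 4-MU dye-equivalent concentration using an on-plate six-point 4-MU standard curve.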
ERK AVP inh = blocks ERK signaling stimulated by vasopressin; 72,000 compounds, 0.99% hits; Potency, µM (highest dose often 57.5 µM), without a hit: at the highest dose activity, negative = inhibition, hits mostly inhibitors; AID 995; HEK293-V1b, vasopressin-stimulated pERK AlphaScreen; further: potency means the concentration at half of the fitted maximal effect; on the % scale 0 is the no-effect control and ±100 the full control effect; nearly all actives have a fitted effect of over 55% in size
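Phosphorylated ERK1/2 detected via AlphaScreen bead proximity in lysates of V1b-expressing HEK293 cells given 25 nM vasopressin for 5 min after 30 min compound exposure (37 °C). AC50 from Hill equation; basal DMSO 0%, vasopressin 100%.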
Luciferase inh = inhibitors of firefly luciferase. P08659. purified firefly luciferase, luminescence, 8 min. Potency, µM (doses to about 57.1 µM), for the others: top-dose activity change, negative = inhibition, actives largely listed as inhibitors. 72,000 compounds, 2.2% hits. AID 411; further: potency means the concentration at half of the fitted maximal effect; on the % scale 0 is the no-effect control and ±100 the full control effect; nearly all actives have a fitted effect of over 40% in size
Target sequence (P08659 whole entry, looked up): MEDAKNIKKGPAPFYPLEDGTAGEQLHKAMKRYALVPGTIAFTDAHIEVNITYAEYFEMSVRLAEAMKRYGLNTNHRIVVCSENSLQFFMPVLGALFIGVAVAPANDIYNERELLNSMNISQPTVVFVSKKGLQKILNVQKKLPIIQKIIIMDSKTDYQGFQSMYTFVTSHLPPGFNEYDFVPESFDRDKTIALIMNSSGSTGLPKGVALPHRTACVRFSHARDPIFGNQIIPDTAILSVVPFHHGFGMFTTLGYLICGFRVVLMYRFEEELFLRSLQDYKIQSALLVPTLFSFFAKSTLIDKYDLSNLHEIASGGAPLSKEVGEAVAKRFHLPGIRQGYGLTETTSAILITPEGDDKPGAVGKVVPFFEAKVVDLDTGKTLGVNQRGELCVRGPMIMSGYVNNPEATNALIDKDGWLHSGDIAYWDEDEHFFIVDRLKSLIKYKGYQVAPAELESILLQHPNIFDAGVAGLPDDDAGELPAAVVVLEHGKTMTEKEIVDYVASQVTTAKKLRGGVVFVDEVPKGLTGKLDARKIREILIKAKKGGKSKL
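Compounds were tested as concentration series (qHTS) against purified P. pyralis luciferase with luciferin and 10 uM ATP in 50 mM imidazole pH 7.2, 50 mM KCl, 7 mM MgCl2, 0.01% Tween 20, 0.05% BSA. Luminescence was read after 8 min at ambient temperature.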
Ub-GFP proteasome = proteasome inhibitors stabilizing ubiquitin-GFP reporter. Ubiquitin-GFP reporter cells, proteasome inhibition, GFP fluorescence; response scale: untreated = 0%, 10 µM MG-132 = 100%. Potency, µM (top dose mostly 45.9 µM), without a hit: at the top dose activation (GFP accumulation), actives largely listed as activators. 67,000 tested, under 10 active. AID 526; active means well fitted activation curve with a large enough effect, not every such curve was filed as active; inconclusive means small, poorly fitted or top-dose-only effect, or another doubt; inactive means no such curve, though single readings can be large or run the other way; further: potency means the concentration at half of the fitted maximal effect
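Proteasome blockade was scored as a rise in GFP-expressing U2OS cells carrying a ubiquitin(G76V)-GFP construct, imaged after 4 hr compound treatment at 37 °C across a 46 uM–2.9 nM series.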
Hsp90 Hop PPI = changes Hsp90-Hop TPR2A binding signal, up or down; AlphaScreen TPR2A-His6 binding biotin-Hsp90 C-terminal peptide; Potency, µM (titrated, usually from 57 µM), inactives show at the highest dose activity change, negative = inhibition; 71,000 compounds, 0.44% hits; AID 595; active means well fitted curve in either direction with a large enough effect; inconclusive means small, poorly fitted or top-dose-only effect, or another doubt; further: potency means the concentration at half of the fitted maximal effect; on the % scale 0 is the no-effect control and ±100 the full control effect; many of its hits are not listed in these tables
TexasRed autofl = compound fluoresces in the Texas Red spectral region; Compound fluorescence, Texas Red channel, 547/618 nm; stronger effect = higher value; max dye-equivalent concentration, M; 59,000 compounds, 0.06% hits; in the data active means max dye-equivalent concentration above about 10 nM; inconclusive means between about 1.1 nM and that limit
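Fluorescence at ex 547/em 618 nm, normalized against an on-plate Texas Red standard series to give dye-equivalent concentration per compound concentration. Buffer 100 mM Tris, pH 8.0; 15 min RT incubation before CCD imaging.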
A350 fluor = compounds fluorescent in Alexa 350 spectral region | Compound autofluorescence, 340/450 nm, Alexa 350 dye-equivalents; stronger effect = higher value | AID 590 | 59,000 compounds, 11% hits | max dye-equivalent concentration, M; in the data active means max dye-equivalent concentration above about 10 nM; inconclusive means mostly about 1.1 nM to 9.6 nM
Fluorescein autfl = compound autofluorescence in fluorescein spectral region. Compound autofluorescence, 480/540 nm, fluorescein-equivalent; stronger effect = higher value. max fluorescein-equivalent concentration, M. 59,000 compounds, 0.91% hits. AID 593; in the data active means max fluorescein-equivalent concentration above about 10 nM; inconclusive means between about 1.1 nM and that limit
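Normalized response (dye-equivalent concentration) derives from comparing each well's 540 nm emission, under 480 nm excitation, with plate-resident fluorescein standards. Compounds were held in 100 mM Tris, pH 8.0, for 15 min at room temperature.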
GFP derepression = epigenetic modulators derepressing GFP locus in mouse cells; mouse C127i GFP locus derepression, cytometry, 30 h; Potency, µM (top dose mostly 46.1 µM), inactives show at the top dose GFP derepression (activation); 68,000 compounds, 0.09% hits; AID 597; further: % of control where 0% means no effect
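Derepression screen: silenced CMV-GFP reporter in murine C127i cells, 30 h compound incubation at 37 C, washed cells imaged by laser-scanning cytometer to enumerate GFP-expressing objects of 20 to 120 um.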
HBB splicing = hemoglobin beta splicing modulation | 65,000 compounds, 0.06% hits | Potency, µM (titrated, usually from 46.1 µM), for inactives: top-dose activation, most hits filed as activators | HBB splicing reporter cell assay, activation; EGFP reporter with mutant IVS2-654 intron; response scale: normalised to 500 nM splice-correcting PNA | AID 925; further: potency means the concentration at half of the fitted maximal effect; 0% is about no effect
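HeLa cells stably expressing EGFP interrupted by mutant beta-globin intron 2 (IVS2-654), 500/well in 2% FCS. Treated with compound for 2 days at 37C. Splicing correction scored as total well GFP intensity (488 nm excitation, 500-520 nm emission); 500 nM antisense PNA served as control.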
* hit, by the source's call; i = inactive; ? = inconclusive; . = no result given; [ ] = another dose, or the depositor's remark. Unless noted, the call rests on the fitted dose curve; in most records, active means well fitted curve in the direction sought with a large enough effect; inconclusive means small, poorly fitted or top-dose-only effect, or another doubt; inactive means no such curve, though single readings can be large; an effect the other way counts as inactive or inconclusive.

SMILES	CRE-bla Fsk	4-MU autofl	ERK AVP inh	Luciferase inh	Ub-GFP proteasome	Hsp90 Hop PPI	TexasRed autofl	A350 fluor	Fluorescein autfl	GFP derepression	HBB splicing
CCOc1ccc(NC(=O)C2C3C=CC4(CN(C(C(=O)OC)C(C)C)C(=O)C24)O3)cc1 (stereo unspecified)	-8%	.	1%	3%	3%	-5%	.	.	.	0%	-0.6%
O=C1CN(S(=O)(=O)c2ccccc2)CC(=O)N1CCc1ccccc1	-5%	i	-14%	3%	7%	-1%	i	i	i	2%	-0.7%
Cc1ccc(-c2noc(CCC(=O)N3CCCc4ccccc43)n2)cc1	-15%	i	14%	0%	-9%	29%	i	i	i	1%	-0.1%
Cc1noc(C)c1S(=O)(=O)N1CCCC(C(=O)N2CCN(C3CCCCC3)CC2)C1 (stereo unspecified)	-2%	.	-1%	-6%	-3%	-2%[2.3 µM]	.	.	.	.	-0.1%
CCOc1ccc(N(CC(=O)NC2CCCC2)C(=O)CCC(=O)Nc2ccccn2)cc1	-4%	i	-22%	-38%	0%	0%	?	i	?	-2%	-6.8%
O=C(NCc1ccccc1)c1cc(-c2ccco2)on1	?	i	11%	-1%	-5%	0%	i	i	i	1%	-1.4%
CSc1ccccc1NC(=O)c1cnc2scc(C)n2c1=O	?	.	.	-14%	0%	13%	.	.	.	.	-0.9%
CCOC(=O)CSc1nc2ccccc2n1CC(=O)N(C(C)C)C(C)C	-6%	i	-12%	-1%	1%	-1%	i	i	?	-1%	-0.6%
CCOC(=O)c1ccc(NC(=O)C(C)N2C(=O)c3ccccc3C2=O)cc1 (stereo unspecified)	-2%	.	-23%	3%	9%	-6%	.	.	.	5%	-0.3%
Cc1ccccc1N(CC(=O)NCC1CCCO1)C(=O)C1(C)CC(=O)N=C2C=CC=CN21 (stereo unspecified)	-9%	7.5e-07M*	-4%	6%	4%	0%	i	1.2e-06M*	?	2%	-5.5%
CN(Cc1ccco1)c1ncnc2ccc(-c3ccoc3)cc12	?	?	-27%	2%[2.29 µM]	-1%	0%	i	?	i	0%[9.22 µM]	-0.1%
CCOc1ccccc1C(=O)Nc1ccccc1C(N)=O	22%	?	-14%	-2%	1%	-3%	i	?	i	5%	1.1%
O=C(OCc1cc(-c2ccccc2)no1)c1ccc2ccccc2n1	0%	1.3e-07M*	-2%	2%	-4%	3%	i	1.7e-07M*	i	2%	3.8%[0.369 µM]
CCOc1ccc(-c2nnc(N(CC)C(=O)C3CCC3)s2)cc1	?	i	-13%	16µM*	2%	16%	i	i	i	0%	-0.4%[57.5 µM]
CC(=O)c1nnn(-c2nc(N3CCCC3)nc(N(c3ccccc3)c3ccccc3)n2)c1C	8%	i	-14%	1%	20%	-2%	i	i	i	-2%	-0.5%
Cc1noc(C)c1S(=O)(=O)N1CCC(C(=O)Nc2ccc(OC(F)(F)F)cc2)CC1	3%	i	30%[activator]	-1%	-6%	-4%	i	i	i	1%	-4.1%
CCN1CCN(c2ncc(C(=O)N3CCN(c4ccccc4OC)CC3)c3ccccc23)CC1	-7%	i	-3%	2%	-2%	-3%	i	?	i	0%	-0.2%
Cc1ccc(C(c2sc3ncnn3c2O)N2CCCCC2)cc1 (stereo unspecified)	-17%	.	.	-2%	-2%	-1%	.	.	.	.	0.5%
COCCNc1nc(C)nc2c1nc(-c1ccccc1)n2CCN(C)C	?	.	-12%	.	-7%	-2%	.	.	.	.	-0.5%
CS(=O)CSc1nc2c(cc1C#N)CCCC2 (stereo unspecified)	9%	i	-10%	-1%	-5%	3%	i	i	i	-1%	-4.3%

Complete entries from above. Values in the order: CRE-bla Fsk	4-MU autofl	ERK AVP inh	Luciferase inh	Ub-GFP proteasome	Hsp90 Hop PPI	TexasRed autofl	A350 fluor	Fluorescein autfl	GFP derepression	HBB splicing
Profile of O=C1CN(S(=O)(=O)c2ccccc2)CC(=O)N1CCc1ccccc1 : -5%	i	-14%	3%	7%	-1%	i	i	i	2%	-0.7%
Profile of Cc1ccc(-c2noc(CCC(=O)N3CCCc4ccccc43)n2)cc1 : -15%	i	14%	0%	-9%	29%	i	i	i	1%	-0.1%

(listing goes on)
SMILES	CRE-bla Fsk	4-MU autofl	ERK AVP inh	Luciferase inh	Ub-GFP proteasome	Hsp90 Hop PPI	TexasRed autofl	A350 fluor	Fluorescein autfl	GFP derepression	HBB splicing
CS(=O)(=O)c1ccc(-c2nn[nH]n2)cc1	2%	i	-15%	-5%	3%	0%	i	i	i	-1%	.
Cc1cc(C(=O)CSc2nnc(-c3cccs3)n2Cc2ccccc2)c(C)n1C	22%	i	-5%	-1%	-7%	-20%	i	i	?	0%	-0.6%[57.5 µM]
COc1cc(OC)cc(C(=O)NCCn2ccc3ccccc32)c1	5%	.	.	1%	-7%	-6%	.	.	.	.	-0.6%
O=C(CN(CC1CCCO1)C(=O)CCC(=O)Nc1nccs1)NCC1CCCO1 (stereo unspecified)	-1%	i	-3%	0%	-7%	4%	?	i	i	-1%	.
O=C(NC1(O)C(=O)c2ccccc2C1=O)c1ccccc1	17%	i	-19%	-5%	0%	-24%	i	i	i	-8%	-1.0%
Cc1ccc(C(=O)CSc2nnc(CNc3ccc(C)cc3C)o2)cc1	-3%	i	15%	-1%	3%	42%	i	i	i	-2%	.
Cc1cc(C)cc(OCC(=O)Nc2cccc(-c3nnc(-c4ccco4)o3)c2)c1	-4%	i	?	4%	1%	-3%	i	i	i	14%	-0.5%
CCCC(c1nnnn1CC1CCCO1)N1CCN(c2cc(Cl)ccc2C)CC1 (stereo unspecified)	-7%	i	10%	3%	4%	8%	i	i	?	-1%	-0.4%[57.5 µM]
CC1=CCC2(CO)COC(c3ccccc3O)C1C2 (stereo unspecified)	-5%	.	5%	-1%	-9%	0%	.	.	.	1%	-3.6%
CCOC(=O)C1=C(NC(=O)c2ccc(Br)o2)Nc2ccccc2N=C1	-2%	i	4%	0%	-2%	-5%	i	i	?	6%	-1.4%
COc1ccc(-c2cc(C(F)(F)F)n3nc(C)cc3n2)cc1	10µM*	.	39%[activator]	-3%	22%	?	.	.	.	0%	0.4%
CCOC(=O)C1=C(C)NC(=O)NC1c1c(C)nn(-c2ccccc2)c1Cl (stereo unspecified)	11%	i	-8%	-2%	-1%	-1%	?	i	i	2%	-0.2%[57.5 µM]
CCCCNc1nc2c(c(=O)[nH]c(=O)n2C)n1CCOc1ccccc1	6%	i	-30%	6%	-2%	-7%	i	i	?	0%	1.4%[57.5 µM]
Cc1nn(C)cc1CN(C)C(=O)c1sc2cccc(Cl)c2c1Cl	-15%	.	1%	1%	12%	-3%	.	.	.	0%	-1.2%[9.22 µM]
Nc1nc2n(n1)C(c1c(F)cccc1Cl)CC(c1ccc(F)cc1)N2 (stereo unspecified)	-14%	.	-4%	0%	-3%	-3%[2.3 µM]	.	.	.	.	-0.4%
N#Cc1c(N)sc2c1CCN(C(=O)OCc1ccccc1)C2	-21%	i	-22%	-10%	-4%	-25%	?	?	?	3%	0.2%
CCOC(=O)c1c(C)[nH]c(C)c1C(=O)COC(=O)CNC(=O)c1ccc(OCC)cc1	?	i	-14%	-12%	4%	-1%	i	i	i	-2%	-0.1%[57.5 µM]
CC(C)CCNc1ncnc2[nH]ncc12	7%[7.6 µM]	i	13%[11.5 µM]	1%[11.4 µM]	-6%[9.17 µM]	1%[11 µM]	i	i	i	0%[9.22 µM]	2.4%[9.22 µM]
CCOC(=O)COc1ccc2c(c1)C(=O)CC(C)(c1cccnc1)O2 (stereo unspecified)	?	1.5e-06M*	-2%	-2%	0%	-1%	i	2.1e-06M*	?	6%	0.9%[57.5 µM]
Cc1cccc(NC(=O)C2CCN(S(=O)(=O)c3cccc4cccnc34)CC2)n1	-5%	.	10µM*	-1%	-5%	-3%	.	.	.	4%	-0.6%
COc1ccc(N2CCN(Cc3cc(=O)oc4ccc5ccccc5c34)CC2)cc1	-13%	?	-9%	4%	5%	-15%	i	?	i	0%	-2.6%[57.5 µM]
N=C(CC(=O)Nc1ccccn1)c1ccccc1	-7%[7.6 µM]	i	2%[11.5 µM]	-2%[11.4 µM]	-2%[9.17 µM]	-1%[11 µM]	i	i	?	-2%[9.22 µM]	4.3%[9.22 µM]
CCOC(=O)CNS(=O)(=O)c1cc(-c2nn(C)c(=O)c3ccccc23)ccc1C	.	i	.	4%[25.5 µM]	.	.	i	i	i	7%[20.6 µM]	.
CCOC(=O)c1cc(C#N)c(SCc2ccc(C#N)cc2)nc1C	?	i	30%[activator]	-7%	-3%	3%	?	i	i	6%	0.1%[57.5 µM]

Screens as filed in PubChem BioAssay.

The list is partial, so the mix of outcomes need not match the whole.
